# Compound activity (PubChem BioAssay)
# Phagocyt inh – blocks phagocytosis by macrophages; J774A.1 macrophage IgG-bead phagocytosis, imaging; inhibition, % at 5 µM; hit rate 0.07% among 110,000;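 active = inhibition above the mean of the plate negative controls plus 5 SD, cut at about 13% in these data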;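 also: phagocytic index as fraction of beads internalized from green versus red external bead signal; plate controls were DMSO negative control for no effect and cytochalasin-D positive control for full effect; some results beyond the cut were filed as inactive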
# HCT116 PTEN-null – PTEN-deleted cell growth suppression; HCT116 PTEN-null viability, CellTiter-Glo, 60 h; hits give low values; AID 827; viability, % at 10 µM; hit rate 1.2% among 140,000;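 active = viability at or below a set limit, 4 SD under the median of all tested compounds, cut at about 3.7% in these data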;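 also: PTEN knockout HCT116 line with beta catenin targeted HCT116 as companion control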
# Measles CPE – protection of cells from measles virus; Measles virus-infected cells, CPE protection, absorbance; protection (pct of control), % at 4 µM; hit rate 1.5% among 140,000; in the data active = protection mostly above about 24%, no sharp cut-off; inactive = mostly below about 26%; also: some compounds called inactive have numbers as strong as hits
# NPY-Y2 antag – blocks the human neuropeptide Y Y2 receptor; NPY-Y2 expressing cells, antagonist mode; inhibition, % at 2.7 µM; hit rate 0.99% among 140,000; AID 793; in the data active = inhibition above about 17%;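 also: 0% = vehicle with agonist challenge and 100% = reference antagonist with challenge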
# Target sequence (P49146 whole entry, looked up): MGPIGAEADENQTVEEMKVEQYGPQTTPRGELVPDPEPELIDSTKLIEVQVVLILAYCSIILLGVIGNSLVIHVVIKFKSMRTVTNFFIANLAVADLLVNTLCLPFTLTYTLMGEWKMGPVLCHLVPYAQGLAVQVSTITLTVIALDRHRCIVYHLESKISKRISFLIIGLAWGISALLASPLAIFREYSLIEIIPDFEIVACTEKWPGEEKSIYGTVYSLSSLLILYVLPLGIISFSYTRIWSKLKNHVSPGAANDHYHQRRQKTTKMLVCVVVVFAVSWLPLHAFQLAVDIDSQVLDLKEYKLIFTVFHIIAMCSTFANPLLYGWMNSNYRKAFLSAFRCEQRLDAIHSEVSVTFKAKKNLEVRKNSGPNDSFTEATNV
# MRP-1 activ – MRP-1 activation | H69AR cells + doxorubicin, viability rescue, CellTiter-Glo | viability increase, % at 10 µM | hit rate 0.61% among 140,000;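 active = viability gain under doxorubicin at or above a set limit, the compound median plus 3 SD, cut at about 4.7% in these data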;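 also: MRP-1 overexpressing cells given doxorubicin 25 µM after compound pretreatment; 18-22 h compound pretreatment then 72 h with doxorubicin before readout; 0% = doxorubicin-only wells and 100% = vehicle-treated cells without doxorubicin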
# BB579 growth dn – reduces growth of yeast BB579 in restrictive medium; S. cerevisiae BB579 growth, OD615, 48 h; AID 804; hit rate 0.51% among 140,000; inhibition, % at 10 µM;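 active = inhibition above a set limit, 3 SD over the mean compound inhibition, cut at about 44% in these data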; also: inactives centre near -24
#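 Assay system: S. cerevisiae DeaD strain BB579 yeast. Medium: CSMM-D restrictive synthetic medium containing dextrose (glucose). Times: 4 h cell preincubation, 48 h compound exposure, 30 °C humidified. Signal: OD615 turbidity measurement. Benchmarks: positive control amphotericin B 10 µg/mL.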
# Yeast life ext – extends the lifespan of yeast; S. cerevisiae growth with nicotinamide, OD615; deaD strain in restrictive glucose medium; inhibition of the nicotinamide effect, % at 10 µM; hit rate 0.68% among 130,000;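 active = inhibition above a set limit, placed 3 SD over the median of all compounds, cut at about 26% in these data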;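 also: 0% = nicotinamide-treated wells and 100% = cells grown without nicotinamide; some compounds called inactive have numbers as strong as hits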
#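 Material: Modified budding yeast, DeaD strain | Medium: Restrictive glucose medium | Probe or stimulus: 1.5 mM nicotinamide | Dosing: Single dose 10 µM compound, 0.25% DMSO | Times: 48 h at 30 °C | Technique: OD615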
# bCat KO growth – beta-catenin-lacking colon tumor cell growth suppression. viability, % at 10 µM. hit rate 1.5% among 140,000. AID 818. HCT116 beta-catenin knockout viability, CellTiter-Glo, 60 h; hits give low values;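 active = viability at or under a set limit, the compound median less 4 SD, cut at about 6% in these data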;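 also: 0% = Hyamine 1622 control at 20 µM and 100% = untreated cell control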
# GALR2 blocker – antagonists of human galanin receptor 2 (GALR2). hit rate 0.39% among 140,000. inhibition, % at 4 µM. AID 828. GALR2-expressing cells, antagonist mode; in the data active = inhibition above about 27%;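 also: cells stimulated with galanin 1-16 at roughly its EC80; 0% = agonist challenge control and 100% = basal control without agonist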
# Target sequence (O43603 whole entry, looked up): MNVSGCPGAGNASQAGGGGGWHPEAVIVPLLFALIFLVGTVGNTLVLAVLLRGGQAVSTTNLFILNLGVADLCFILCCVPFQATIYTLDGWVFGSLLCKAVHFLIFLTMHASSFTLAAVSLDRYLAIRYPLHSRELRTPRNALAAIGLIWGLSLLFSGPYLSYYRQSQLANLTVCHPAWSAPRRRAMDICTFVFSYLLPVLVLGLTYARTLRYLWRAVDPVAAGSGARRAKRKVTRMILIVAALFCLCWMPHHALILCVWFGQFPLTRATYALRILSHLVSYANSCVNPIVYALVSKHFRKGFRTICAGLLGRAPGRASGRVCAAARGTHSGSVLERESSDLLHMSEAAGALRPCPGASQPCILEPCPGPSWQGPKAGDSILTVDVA
# E-sel TNF inh – TNF alpha driven E-selectin expression inhibition; HUVEC TNFa-induced E-selectin immunofluorescence, high content; inhibition, % at 2 µM; hit rate 0.71% among 120,000;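 active = inhibition above the batch mean plus 3 SD, and confirmed as a hit on visual image review, cut at about 43% in these data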;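 also: 0% = TNF-stimulated DMSO wells and 100% = unstimulated control wells; not every result past the cut was called active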
# * marks the source's active call; other numbers are inactive results; x = not tested or not shown. No enrichment for hits; any-hit rate near 6.3%.
SMILES,Phagocyt inh,HCT116 PTEN-null,Measles CPE,NPY-Y2 antag,MRP-1 activ,BB579 growth dn,Yeast life ext,bCat KO growth,GALR2 blocker,E-sel TNF inh
O=C(CCn1cnc2ccccc2c1=O)Nc1ccc(S(=O)(=O)N2CCCC2)cc1,-1.8,112.3,13.4,-1.9,0.1,-13.3,-4.5,103.7,-4.9,-3.6
CC(C)C(=O)Nc1cccc(C(=O)NCc2ccc3c(c2)OCO3)c1,x,93.2,3.0,3.2,-2.4,-11.9,x,93.8,-3.4,9.2
CCn1c(O)c(/C=C2\C=Nc3ccccc32)sc1=Nc1ccc(C)cc1,x,88.4,0.5,-1.9,2.2,-30.9,0.7,103.3,0.1,-39.8
CCOc1ccc2nc(NC(=O)CN3CCC(n4nnc5cc(F)ccc54)CC3)sc2c1,-1.0,12.2,4.9,1.8,-6.0,-58.8,-19.8,10.0,-0.6,x
Cc1c(C(=O)O)sc(=S)n1-c1ccc(Cl)cc1,-1.6,103.5,4.4,2.3,-1.0,-27.9,-2.2,98.0,13.2,0.9
OCCNc1nc2ccccc2n1-c1ccccc1,-0.1,93.9,9.0,-2.6,-3.0,-19.1,-16.9,87.1,13.7,22.6
CCNc1nc(Oc2ccc(C(=O)OC)cc2)nc(N(C)C)n1,x,101.3,5.9,-1.9,2.5,-0.6,-7.0,94.2,2.0,3.1
Cc1cc(NC2CCCCC2)nc(-c2ccccc2O)n1,-1.4,78.5,25.1,-1.4,-2.5,-8.7,-12.7,86.5,-1.8,-11.9
CC(C(=O)NCC1CCCO1)N(C(=O)c1snc(C(N)=O)c1N)c1ccccc1 (centres undefined),-2.1,96.9,2.3,0.8,-1.3,-23.1,3.1,90.1,-4.3,-3.5
CN(C)c1nc2n(c(=S)n1)CCS2,1.0,97.1,18.2,0.0,-0.2,-39.7,-5.9,92.4,-2.6,-43.8
COc1ccc(OC)c(-c2csc(NC(=O)c3ccc(OCC4CCCO4)cc3)n2)c1 (centres undefined),5.0,32.7,9.6,3.2,4.4,-37.0,-0.8,41.6,-10.1,x
CCOC(=O)CSc1nnnn1-c1cccc2ccccc12,x,94.9,3.1,3.8,-2.9,-35.9,-5.3,94.6,-10.3,1.0
Cn1c2c(c(=O)n(C)c1=O)C(c1ccccc1OC(F)F)C1=C(CCCC1=O)N2 (centres undefined),x,51.2,5.0,-2.9,-3.9,-22.0,-15.3,91.4,-5.4,20.5
O=C1CC(c2ccc(F)cc2)Cc2nc(N3CCOCC3)ncc21 (centres undefined),-2.7,93.0,6.1,4.4,-1.5,-16.3,-8.9,100.6,4.7,-7.9
O=C(CCc1nc2ccccc2[nH]c1=O)OCC(=O)c1ccc(Cl)cc1,x,88.8,36.2*,4.6,-2.6,-0.4,x,104.7,11.2,30.3
Cc1ccc2nc(-c3ccc(NC(=S)NC(=O)CC(C)C)cc3)sc2c1,0.9,62.8,6.0,1.8,-1.6,-63.3,-6.3,66.8,-11.0,-19.9
COc1ccc(C(c2nnnn2Cc2cccs2)N2CCN(c3ccccc3F)CC2)cc1OC (centres undefined),2.7,75.9,12.6,4.5,-0.8,-5.5,-3.9,77.8,14.4,-45.7
Cc1ccc(N/C=C(/C#N)c2ccsc2)cc1C,-2.2,87.0,11.2,6.9,-1.9,-72.0,-13.1,79.6,-5.6,7.1
O=C(CCCOc1ccccc1)Nc1nccs1,-0.9,104.6,5.7,1.4,3.6,-45.7,-12.7,110.8,-0.5,9.5
O=C(c1ccccc1)N1CCN(c2ccc([N+](=O)[O-])c(N3CCOCC3)c2)CC1,4.9,87.6,11.1,-0.1,0.1,-2.7,0.9,83.3,3.1,x
CCNC(=O)CN1C(=O)NC2(CCCc3cc(OC)ccc32)C1=O (centres undefined),x,94.0,9.8,4.0,0.1,4.5,-11.2,96.4,2.6,2.1
CCc1c(O)nc(SCC(=O)Nc2ccc(OC)cc2)n(C2CCCCC2)c1=O,-0.9,94.8,24.8,4.3,-1.1,-14.7,-4.8,99.9,-1.9,x
CCNc1nc(NC(C)C)nc(N2CC(=O)N(CC(=O)OCC)C2=N)n1,-4.1,99.4,7.3,-0.1,-2.9,-38.7,3.7,94.3,-5.6,-4.8
CC(C)CNC(=S)NNC(=O)c1ccccc1OC(F)F,0.4,101.1,0.5,-1.6,2.4,-27.3,-4.3,99.3,-4.1,-12.5
Cc1sc2c(c1C)c(=O)nc1n2Cc2ccccc2-1,-0.2,105.7,3.3,1.6,2.0,7.5,-2.1,97.6,-13.2,19.5

# Single records, as listed above. Values in the order: Phagocyt inh, HCT116 PTEN-null, Measles CPE, NPY-Y2 antag, MRP-1 activ, BB579 growth dn, Yeast life ext, bCat KO growth, GALR2 blocker, E-sel TNF inh
# `CCOC(=O)CSc1nnnn1-c1cccc2ccccc12` reads x, 94.9, 3.1, 3.8, -2.9, -35.9, -5.3, 94.6, -10.3, 1.0
# `Cc1ccc(N/C=C(/C#N)c2ccsc2)cc1C` reads -2.2, 87.0, 11.2, 6.9, -1.9, -72.0, -13.1, 79.6, -5.6, 7.1

# Following part.
SMILES,Phagocyt inh,HCT116 PTEN-null,Measles CPE,NPY-Y2 antag,MRP-1 activ,BB579 growth dn,Yeast life ext,bCat KO growth,GALR2 blocker,E-sel TNF inh
CNc1nc(OCC(F)(F)F)nc(N2CCOCC2)n1,-0.5,101.3,10.2,-0.6,0.2,-36.3,-9.3,98.6,-4.9,-10.0
Cc1cccc(N2C(=O)C3CCC(c4ccccc4)CC3C2=O)c1 (centres undefined),0.3,90.0,7.3,0.7,2.0,-6.1,2.9,96.4,8.9,x
COc1ccc(OC)c(C2CC(=O)C(C)C(c3cc(OC)ccc3OC)N2)c1 (centres undefined),-0.3,97.1,9.4,2.4,-2.2,-24.3,-3.9,100.6,-11.0,9.9
COCCn1nc2cc(C(=O)NCc3cc(C(F)(F)F)cc(C(F)(F)F)c3)ccc2c1OC,x,91.9,2.1,4.4,2.5,5.2,-3.5,93.7,0.3,-4.5
CC(=O)N1N=C(c2ccccc2)CC1c1cn(Cc2ccccc2)c2ccccc12 (centres undefined),-3.8,25.2,2.0,4.5,-4.2,-40.3,-3.3,21.4,-6.9,x
CCc1nnc(NC(=O)c2ccc(S(=O)(=O)NCC(C)C)cc2)s1,-0.6,93.0,2.4,0.5,9.6*,-58.0,-4.5,97.3,-7.2,5.4
CN1CCCN(C(=O)Cc2c(Cl)cccc2Cl)c2nc3ccccc3nc21,-1.5,80.4,2.5,2.4,-3.7,-46.5,4.2,90.0,-5.9,-7.4
Cc1ccc(-c2[nH]c3ccccc3c2SCCNC(=O)c2ccc(S(=O)(=O)N3CCOCC3)cc2)cc1,x,0.8*,5.2,0.8,-4.1,-8.1,4.0,0.8*,0.6,-14.9
Cc1cc(C)n(CC(=O)N/N=C/c2ccc3c(c2)OCO3)n1,-2.9,105.5,19.0,2.1,0.4,-33.1,0.7,95.5,4.0,x
Cc1cc(C)cc(N=c2c([N+](=O)[O-])nn(-c3cccc(Cl)c3)n2O)c1,-0.5,62.1,1.7,-3.9,-2.3,-55.1,-16.8,28.4,7.0,6.9
COc1ccccc1-n1c(N)c(C(=O)NCC2CCCO2)c2nc3ccccc3nc21 (centres undefined),x,67.6,22.6,1.3,-4.8,7.2,-8.6,70.7,14.2,-59.8
Cc1ccc(-n2c(SCc3cc(=O)n4ccsc4n3)nnc2-c2cccnc2)c(C)c1,-0.6,100.3,14.0,-1.1,0.3,-40.2,-13.0,95.5,-3.0,-22.0
O=C(Nc1nnc(C2CCCC2)s1)C1CCN(S(=O)(=O)c2ccc(Cl)cc2)CC1,x,102.7,11.0,4.1,-1.7,-42.5,-1.9,94.0,8.7,-21.2
CCOc1ccccc1C(=O)NCC(=O)OCC(=O)N1C(C)CCCC1C (centres undefined),x,99.7,24.5,0.7,0.1,-28.2,-6.4,100.6,6.8,-8.6
O=C(NCC(c1cccs1)N1CCOCC1)c1ccc(Cl)c([N+](=O)[O-])c1 (centres undefined),-3.6,30.6,5.1,1.1,-3.8,-6.0,-0.3,32.1,7.7,x
CCOC(=O)CNc1c(-c2ccc(OC)cc2)nc2ccc(Cl)cn12,x,84.7,24.1,2.6,-2.8,2.9,x,85.7,6.2,-17.2
O=C(NCCN1CCOCC1)N1c2ccccc2Sc2ccccc21,x,95.1,10.4,1.1,-2.3,-18.2,1.0,98.8,3.0,16.4
CC(C)NC(=O)CSc1nnc2sc3ccccc3n12,-0.6,93.4,22.5,0.9,-0.1,-9.0,4.3,98.0,-9.2,x
CC12CCCCC1(O)[N+](=O)C1=C(CCCC1)N2[O-] (centres undefined),-0.2,101.8,9.6,3.7,-0.1,-46.0,-11.8,88.6,11.9,4.8
O=C(CC(c1ccccc1)C1CCCCC1=O)c1ccco1 (centres undefined),x,104.6,12.9,-1.6,-1.6,-44.4,x,99.1,6.0,17.2
CCN(CC)c1ccc(/C=C(\C#N)C(=O)NCc2ccccc2)cc1,-7.4,98.9,5.7,2.9,0.9,-13.1,-3.3,100.0,12.5,x
COCCNC(=O)c1cc(-c2ccccc2OC)on1,0.0,57.8,7.6,0.5,-0.9,-54.2,-11.9,60.4,-2.1,x
CCCCNC(=S)NNC(=O)c1c(Cl)c(C)nn1C,-1.4,95.5,4.8,1.1,0.5,-12.5,2.1,107.7,-1.4,x
CC1=C(C(=O)OC(C)C)C2(O)C(=O)c3ccccc3C2(O)N1 (centres undefined),x,104.2,2.5,1.1,-3.7,-22.5,x,110.2,-7.0,9.9
CCC(=O)Nc1ccc(S(=O)(=O)Nc2cc(C)on2)cc1,-1.6,97.5,2.8,-2.9,-1.6,-20.5,-1.1,93.0,3.0,-15.4
# Other results follow:
SMILES,Phagocyt inh,HCT116 PTEN-null,Measles CPE,NPY-Y2 antag,MRP-1 activ,BB579 growth dn,Yeast life ext,bCat KO growth,GALR2 blocker,E-sel TNF inh
O=C(CSc1nc(-c2ccc(Cl)cc2)cs1)Nc1cccc([N+](=O)[O-])c1,1.2,63.8,4.0,6.6,-3.5,-6.3,-5.5,68.9,-7.5,-6.9
Cc1ccc2oc(-c3ccccc3C(=O)O)cc(=O)c2c1,0.3,94.2,7.0,1.7,-0.4,-36.2,x,101.6,-2.1,-18.3
CC(=O)OCCNC(=O)Cn1cnc2c1c(=O)n(C)c(=O)n2C,2.7,102.1,28.5,-0.6,-1.0,-36.1,1.8,92.0,7.2,14.9
CC(C)(C)C1CCc2c(sc(N)c2C(N)=O)C1 (centres undefined),-0.8,73.5,7.2,-0.8,-3.8,-21.5,-0.5,67.8,-0.4,x
COc1ccc(NC(C)=O)cc1NC(=O)CSc1nnc(-c2ccncc2)n1C,-0.2,96.8,9.8,-0.3,-1.4,-11.9,-3.2,95.5,7.7,x
O=c1c2ccccc2cnn1Cc1n[nH]c(=S)n1-c1ccc(Cl)cc1,-11.2,90.9,1.3,27.5*,0.1,-7.0,2.6,82.8,4.4,x
CCOc1cc(-c2noc(-c3ccncc3)n2)cc(Br)c1OC,-0.6,84.6,17.3,4.9,-1.4,-35.5,-6.9,89.0,-2.9,x
